# MEX-5 binding = MEX-5 zinc finger RNA-binding disruptors – biochemical, C. elegans, fluorescence polarization, MLPCN library, primary screen | MEX-5/FITC-TCR2 RNA binding; hits give low values | hit rate 0.38% among 300,000 | activity score (negative = inhibition of binding), % at 10 µM | AID 1832, 2009 | Zinc finger protein mex-5 (Caenorhabditis elegans), Q9XUB2;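 active = inhibition past about -25% in most replicates, and total fluorescence under double the plate's negative control median, limit read from the data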;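 note: 0% = DMSO and -100% = 5 µM competing unlabeled TCR2 RNA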
# VLA-4 inh = inhibition in human VLA-4 binding assay, primary screen, VLA-4 allosteric modulator project, MLPCN library, flow cytometry, VLA-4 expressing cells. inhibition, % (about 7 µM as worked out from the volumes in the protocol). ligand binding flow cytometry. hit rate 0.2% among 330,000. AID 2557, 2010. Integrin alpha-4 (Homo sapiens), P13612; in the data active = inhibition above about 50%
# PME-1 inh = PME-1 inhibitors via competitive probe labeling, primary screen, biochemical, fluorescence polarization, FP-Rh probe, HTS. AID 2130, 2009. recombinant PME-1. hit rate 0.53% among 320,000. inhibition, % at 5.9 µM. Protein phosphatase methylesterase 1 (Homo sapiens), Q9Y570;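 active = inhibition above the campaign mean of all compounds plus 3 SD, cut at about 26% in these data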;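 note: competitive labeling of PME-1 active site by serine hydrolase directed probe; 0% = PME-1 with DMSO and 100% = wells lacking PME-1 enzyme; inhibitors block probe labeling so polarization falls and inhibition rises; many of its hits are not listed in these tables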
# Target sequence (Q9Y570 whole entry, looked up): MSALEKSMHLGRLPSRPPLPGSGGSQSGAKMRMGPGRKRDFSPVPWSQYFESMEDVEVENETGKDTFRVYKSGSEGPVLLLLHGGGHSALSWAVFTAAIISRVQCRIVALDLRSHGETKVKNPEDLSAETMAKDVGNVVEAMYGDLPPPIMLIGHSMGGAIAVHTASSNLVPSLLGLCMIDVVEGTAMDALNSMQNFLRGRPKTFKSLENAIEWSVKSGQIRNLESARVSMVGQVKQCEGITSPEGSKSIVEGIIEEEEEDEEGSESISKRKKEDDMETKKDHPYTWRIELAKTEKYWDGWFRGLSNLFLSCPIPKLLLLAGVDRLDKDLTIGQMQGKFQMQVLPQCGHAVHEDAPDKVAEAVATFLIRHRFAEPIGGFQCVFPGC
# GLD-1 TGE inh = GLD-1/TGE RNA complex disruptors, primary screen, biochemical, fluorescence polarization. Female germline-specific tumor suppressor gld-1 (Caenorhabditis elegans), Q17339. purified GLD-1 + fluorescein TGE RNA. inhibition, % at 5.96 µM. hit rate 0.44% among 320,000. AID 2280, 2010;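 active = percent inhibition above a per-plate cutoff, the plate mean of test compounds plus 3 SD, cut at about 30% in these data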;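 note: 0% = DMSO wells with GLD-1 and probe and 100% = wells lacking GLD-1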
# Target sequence (Q17339 whole entry, looked up): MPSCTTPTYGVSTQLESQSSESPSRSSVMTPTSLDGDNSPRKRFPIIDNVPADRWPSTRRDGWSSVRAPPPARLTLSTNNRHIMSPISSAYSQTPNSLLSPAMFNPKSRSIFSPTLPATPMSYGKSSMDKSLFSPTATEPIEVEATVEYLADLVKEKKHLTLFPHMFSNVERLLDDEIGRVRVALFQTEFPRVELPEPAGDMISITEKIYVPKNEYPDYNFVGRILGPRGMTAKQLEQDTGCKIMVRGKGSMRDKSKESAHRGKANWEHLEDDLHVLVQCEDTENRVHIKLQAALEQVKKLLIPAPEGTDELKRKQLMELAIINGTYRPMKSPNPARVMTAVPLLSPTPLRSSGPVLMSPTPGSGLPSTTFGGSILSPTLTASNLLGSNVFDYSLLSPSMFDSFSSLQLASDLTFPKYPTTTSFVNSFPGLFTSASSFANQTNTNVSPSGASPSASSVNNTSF
# Bcl-xL primary = inhibitors of human Bcl-xL, primary screen, biochemical, fluorescence polarization, HTS | inhibition, % at 10.9 µM | AID 2129, 2009 | GST-Bcl-xL / FITC-Bim BH3 peptide fluorescence polarization | hit rate 0.7% among 320,000;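 active = inhibition above the mean of all tested compounds plus 3 SD, cutoff set per campaign, cut at about 30% in these data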;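 note: 0% = DMSO wells and 100% = unlabeled Bim-BH3 peptide competitor; inhibitors lower millipolarization by displacing the labeled peptide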
# Target sequence (Q07817 whole entry, looked up): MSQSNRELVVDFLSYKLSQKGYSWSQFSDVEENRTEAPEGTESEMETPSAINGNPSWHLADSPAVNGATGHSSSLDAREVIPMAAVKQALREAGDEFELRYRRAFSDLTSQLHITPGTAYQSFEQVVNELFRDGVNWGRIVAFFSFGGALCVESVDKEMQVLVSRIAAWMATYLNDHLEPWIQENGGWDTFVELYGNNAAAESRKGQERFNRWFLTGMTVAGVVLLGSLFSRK
# MCL1 BIM primary = inhibitors of MCL1 binding to BIM-BH3, primary screen, biochemical, fluorescence polarization; hit rate 0.68% among 320,000; GST-MCL1 / FITC-Bim-BH3 fluorescence polarization; inhibition, % at 10.9 µM;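 active = inhibition above the mean inhibition of all tested compounds plus 3 SD, set per campaign, cut at about 40% in these data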;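 note: 0% = DMSO wells and 100% = unlabeled Bim-BH3 peptide control; higher means more loss of mP so more displacement of Bim peptide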
# GRK2 inh = compounds blocking aptamer binding on GRK2 – biochemical, human GRK2, bead flow cytometry, HTS, primary screen; FAM-aptamer displacement from GRK2; inhibition of aptamer binding, % at 10 µM; hit rate 0.59% among 330,000; AID 488847, 2010;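 active = inhibition of aptamer binding above 40%, roughly 3 SD of noise, on plates passing a quality check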;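 note: median bead fluorescence of bound FAM aptamer so fluorescent compounds give negative values; no value below 0 was filed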
# Efflux pump inh = inhibitors of Candida efflux pumps in yeast, primary screen, S. cerevisiae, Nile Red, multiplex. S. cerevisiae Candida pump triplex. inhibition, % at 10 µM. hit rate 0.44% among 330,000. AID 485275, 2010;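 active = plate passing quality check with inhibition over a set limit, or well fluorescence over plate mean plus 4 SD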;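 note: Nile Red retained in pooled yeast measured as flow cytometry median fluorescence; 0% = buffer negative control and 100% = Enniatin B positive control; higher means more Nile Red kept so more efflux inhibition; some compounds called inactive have numbers as strong as hits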
# Fam108B counter = mouse Fam108B serine hydrolase inhibitors, primary screen, counter-screen for RBBP9 inhibitor project, biochemical, fluorescence polarization. hit rate 0.33% among 300,000. recombinant Fam108B, FP-Rh probe fluorescence polarization. inhibition, % at 9.51 µM;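 active = inhibition above the screen mean inhibition plus 3 SD, computed separately per campaign, cut at about 18% in these data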;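 note: inhibitors lower polarization as less probe binds the enzyme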
# Numbers without * were called inactive; · = no result given.
# The line under a structure holds: MEX-5 binding	VLA-4 inh	PME-1 inh	GLD-1 TGE inh	Bcl-xL primary	MCL1 BIM primary	GRK2 inh	Efflux pump inh	Fam108B counter
COc1cc(OC)c(/C=N/NC(=O)c2ccncc2)cc1Br
→ -0.1	-2.8	-5.0	-2.8	5.1	4.2	0.0	0.1	0.0
CCOc1ccc(CC(=O)Nc2c(C(=O)Nc3ccccc3)oc3ccccc23)cc1OCC
→ -1.2	3.5	-6.7	0.3	3.4	2.6	1.0	0.1	-3.7
Cc1ccc(S(=O)(=O)NC(=NC(C)C(=O)O)c2ccccc2)cc1 (stereo unspecified)
→ 0.6	2.2	-1.1	0.8	2.4	2.4	2.0	0.0	-3.3
Cc1oc2cc(O)ccc2c(=O)c1-c1cnn(-c2ccccc2)c1
→ -3.7	14.5	2.2	-2.3	7.8	10.4	1.0	-0.1	0.7
COc1cc2c(cc1Cl)C(=O)C(F)(c1ccccc1)C(=O)N2 (stereo unspecified)
→ -3.5	8.6	-5.8	0.9	-0.3	-3.4	0.0	0.3	1.5
Cc1ccc2c(c1C)NC(C)CC2C (stereo unspecified)
→ 1.1	-19.7	-2.8	4.7	11.0	1.4	1.0	-0.1	0.1
O=C1CC(c2nc3ccccc3[nH]2)CN1Cc1ccccc1 (stereo unspecified)
→ 1.3	-32.4	4.7	-1.0	-1.0	1.0	2.0	-0.1	2.6
CCn1c(SCC(=O)c2ccc(O)c(O)c2)nnc1-c1ccc(C)cc1
→ 0.6	-1.3	7.0	5.7	15.6	28.2	0.0	-0.1	-0.2
NS(=O)(=O)c1ccc(CCNC(=O)c2ccc(Br)s2)cc1
→ -0.5	2.5	0.8	2.3	5.1	-0.5	3.0	0.0	0.7
CCOC(=O)C1CCN(C(=O)CN(c2ccc3c(c2)OCCO3)S(C)(=O)=O)CC1
→ 2.8	1.9	-1.1	6.6	1.8	3.8	4.0	0.1	3.1
O=C(COC(=O)c1ccc(Cl)c(S(=O)(=O)N2CCOCC2)c1)NCc1ccco1
→ 1.7	3.3	-4.2	9.3	-1.8	-1.4	0.0	0.1	-3.1
CC1CCCN(C(=O)c2cc3ccccc3cc2O)C1 (stereo unspecified)
→ 1.6	-2.0	2.0	-1.6	-1.9	-1.7	0.0	0.0	1.6
Cc1ccc2oc(C(=O)Nc3ccc(S(=O)(=O)Nc4ncccn4)cc3)c(C)c2c1
→ -2.7	8.4	-4.9	2.6	3.2	-2.5	1.0	-0.2	1.3
Cc1c(Cl)cn2c(=O)cc(CN3CCN(c4ccccc4)CC3)nc2c1Cl
→ -1.1	0.3	-2.9	10.7	7.1	5.2	3.0	-0.3	5.9
CSc1cccc(NC(=O)CCn2c(=O)c3cccn3c3cccnc32)c1
→ 0.5	-1.2	-5.9	-2.8	0.0	4.0	0.0	0.0	-5.7
O=c1c(-c2ccc(F)cc2)coc2cc(O)ccc12
→ 0.0	16.3	-2.5	0.9	4.2	5.4	0.0	-0.1	0.6
CCC(=O)N1COC[C@@H]1Cc1ccccc1
→ 0.3	-0.6	-1.2	3.5	3.3	2.0	2.0	0.1	1.2
CN(C)S(=O)(=O)c1ccc(C(=O)N2CCN(S(=O)(=O)c3cccs3)CC2)cc1
→ -1.5	1.2	1.8	4.7	-0.6	-1.6	0.0	-0.2	0.6
COc1ccc(S(=O)(=O)NCc2ccccn2)cc1NC(=O)c1ccccc1F
→ 2.2	8.1	-0.3	3.1	3.0	-0.8	1.0	-0.1	-4.1
CC(=O)NC(C)c1cc(Cl)c2cccnc2c1O (stereo unspecified)
→ ·	-7.0	8.5	-6.9	2.6	4.4	0.0	-0.3	·
COc1ccc(NC(=O)Nc2ccc(N3CCCC3=O)cc2)cc1OC
→ 0.3	-11.3	4.7	-5.5	6.0	6.2	0.0	-0.1	2.1
C/C(=N\NC(=O)Cc1ccc(Cl)cc1)c1ccccn1
→ -1.1	-16.9	-1.9	3.1	1.4	6.9	0.0	0.0	-4.8
CC(=O)Nc1ccc2nc(NC(=O)c3cccs3)sc2c1
→ 0.9	-3.6	-4.2	-7.1	7.5	6.8	6.0	0.3	-17.0
C[C@H](CO)N1C[C@H](C)[C@@H](CN(C)C(=O)Nc2ccccc2)Oc2ccc(NS(=O)(=O)c3ccc(F)cc3)cc2C1=O
→ ·	-17.3	·	5.1	·	·	1.0	-0.2	·
NS(=O)(=O)c1ccc(CNC(=S)NC2CCCCC2)cc1
→ 3.1	-3.5	-15.7	2.1	2.2	4.7	2.0	0.2	-0.9
O=C(NC1CCCCC1)c1cc2cc(Br)ccc2o1
→ -1.8	17.1	-0.5	3.4	2.8	-6.2	2.0	0.0	0.5
CCn1c(C2CCN(Cc3ccccc3)CC2)n[nH]c1=S
→ 4.0	6.5	-0.9	1.4	-8.7	-12.6	0.0	-0.1	-0.9
COc1ccc(NC(=O)c2cnc(SC)nc2)cc1
→ 0.8	-0.6	-4.0	6.2	5.7	4.7	1.0	-0.1	-0.8
CN(CCOc1ccccc1)C(=O)C1CCC(=O)N(CCCN2CCCC2=O)C1 (stereo unspecified)
→ -0.3	-1.8	1.0	1.6	4.1	2.1	1.0	-0.1	-1.8
Cc1ncsc1CCC(=O)N1CCCC(C(=O)c2cccc(Cl)c2)C1 (stereo unspecified)
→ -0.7	-10.8	2.9	-4.3	2.3	7.9	0.0	0.1	1.2
NC(=O)CC(NC(=O)Cc1ccc(Br)cc1)c1ccc(N2CCC(Cc3ccccc3)CC2)c([N+](=O)[O-])c1 (stereo unspecified)
→ -0.4	1.6	-9.3	-1.3	-0.4	1.6	1.0	-0.1	-11.3
CCCn1c(Sc2nnnn2-c2ccccc2)n[nH]c1=O
→ 0.5	-2.1	2.9	0.1	0.1	5.0	0.0	0.1	2.5
COC(=O)C1C(=O)NCC1c1ccc(C)cc1 (stereo unspecified)
→ 2.2	0.1	-2.0	2.9	5.3	-4.0	0.0	-0.1	-3.8
COc1cccc(Nc2ccc(C(=O)O)cc2N)c1
→ 0.4	15.6	-0.2	0.6	4.1	1.7	1.0	-0.1	-2.2
COc1ccccc1/C=C/CN1CCC(CO)(Cc2ccccc2)CC1
→ 1.4	-8.6	-6.7	0.7	1.5	3.3	0.0	0.0	-1.8
CC1=NN(c2nc3ccccc3s2)C(O)(C(F)(F)F)C1 (stereo unspecified)
→ -0.1	25.1	4.9	5.8	-1.3	-0.9	·	0.0	0.8
CCSc1nnc(NC(=O)CC(C)C)s1
→ 0.5	7.0	1.2	6.9	0.2	4.2	0.0	-0.2	1.6
CN(CC(=O)N(CCO)Cc1ccccc1)S(=O)(=O)c1ccc2c(c1)c(=O)n(C)c(=O)n2C
→ -0.3	11.4	-3.1	-3.4	4.4	-0.4	0.0	0.0	-0.3
Cc1cc(C)nc(NC(=O)CSc2nccc(C)n2)n1
→ 0.8	4.5	6.5	-25.6	-14.5	-29.8	0.0	0.1	2.5
CCOc1ccc(S(=O)(=O)NCc2ccccc2OC)cc1
→ 0.2	6.7	1.2	-0.6	5.8	-2.3	0.0	-0.1	-0.7
COc1ccc(COC(=O)N/N=C/c2cccs2)cc1
→ 0.4	10.0	-2.4	6.7	1.7	2.4	2.0	0.1	3.2
Cc1ccc(S(=O)(=O)N2CCOCC2)cc1NC(=O)CSCc1c(C)noc1C
→ ·	10.1	1.9	5.7	-14.4	-24.9	0.0	-0.1	·
Nc1c(N2CCCC2)cc(Cl)c2nonc12
→ -1.5	-15.0	31.3*	4.8	50.1*	34.2	0.0	-0.1	54.3*
Cc1cccc(NC(=O)c2nc[nH]c2C(=O)N[C@@H](CC(C)C)C(=O)OCc2ccccc2)c1
→ 1.3	-12.4	-19.9	1.9	1.0	8.2	2.0	0.1	-23.1
CC(C)COc1ccc(S(=O)(=O)NNC(=O)c2cc3ccccc3o2)cc1
→ -1.5	-2.4	-5.4	-1.6	-5.1	1.6	0.0	0.3	-2.8
O=C(CSc1nc2[nH]ncc2c(=O)[nH]1)Nc1ccc(F)cc1
→ 0.7	-2.8	3.9	11.8	3.3	3.7	3.0	0.1	0.7
COC(=O)c1cccc(NS(=O)(=O)c2ccc(OC)c(OC)c2)c1C
→ -0.2	-11.7	2.4	7.0	2.7	8.0	3.0	-0.2	0.9
O=C(CSc1nc2c(c(=O)n1-c1ccc(Cl)cc1)SCC2)NCC1CCCO1 (stereo unspecified)
→ 0.5	-8.8	-4.0	0.2	4.5	0.2	5.0	-0.1	1.4
COc1ccccc1OCc1ccc(C(=O)Nc2ccc(Cl)cn2)o1
→ 0.4	17.0	1.2	-4.5	0.4	-6.7	0.0	0.0	-0.7
C#CCOCCOCCOCCNc1nc(N2CCN(C(=O)CCCCCCCCCCNC(=O)[C@H](CO)n3cc(CCCSC)nn3)CC2)nc(N2CCN(C(=O)CCCCCCCCCCNC(=O)[C@H](CCCCN)n3cc(CCO)nn3)CC2)n1
→ ·	-9.2	·	1.9	·	·	0.0	-0.1	·
COC(=O)c1ccc(/C=N/Nc2nc(N3CCCCC3)nc(N3CCCCC3)n2)cc1
→ -2.0	16.6	3.8	4.2	0.1	1.8	·	0.1	-1.3
Cc1cc(C)n(C(=O)CSc2nnc(SCC(=O)n3nc(C)cc3C)s2)n1
→ -1.3	2.3	-0.2	2.9	6.7	6.2	1.0	0.0	-3.4
COc1cccc(C(=O)CSc2nnc(-c3cc(OC)cc(OC)c3)o2)c1
→ -1.9	7.0	2.0	1.6	-1.7	-10.1	9.0	-0.1	-4.1
CC(c1ccccc1)C1CC(=O)N(c2ccc(C(=O)O)cc2)C1=O (stereo unspecified)
→ 1.5	11.4	2.3	11.2	4.2	-1.4	4.0	0.0	4.0
COc1ccc(Cl)cc1NC(=O)CSc1nnc(C2CC2)n1C
→ -2.0	13.6	6.3	-8.5	-3.7	-5.3	3.0	0.8	-0.4
Cc1ccc(-n2c(CCc3ccccc3)n[nH]c2=S)cc1C
→ 0.0	-2.7	-0.8	0.2	1.3	-4.2	0.0	-0.1	2.3
O=C1NC(c2ccc(Br)cc2)Nc2sc3c(c21)CCC3 (stereo unspecified)
→ -2.0	-336.7	-7.1	-0.5	21.0	20.5	4.0	-0.1	0.5
Cc1ccc(-c2nc3cnccn3c2Nc2ccccc2)o1
→ -0.7	-3.9	2.7	5.7	12.4	16.6	0.0	0.1	1.3
Fc1ccc(CNCc2ccccc2Cl)cc1
→ 0.2	7.0	5.2	1.2	5.6	-0.8	0.0	0.0	3.4
CCOC(=O)N1CCN(C(=O)C(=O)Nc2sc3c(c2C(N)=O)CC(C)(C)OC3)CC1
→ -2.6	-3.4	1.1	3.7	1.9	5.9	0.0	0.0	0.6

# The list is partial; rates above refer to the full screens.
